# Assay outcomes (PubChem BioAssay)
# Pf growth 96h: inhibits malaria parasite growth, 96 h. Potency, µM (doses to about 28.7 µM), for inactives: at the top dose activity change, negative = inhibition, actives largely listed as inhibitors. AID 504834. 320,000 tested, 6.9% active. P. falciparum luciferase reporter growth, 96 h; further: potency means the concentration at half of the fitted maximal effect; on the % scale 0 is the no-effect control and ±100 the full control effect
#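 P. falciparum expressing integrated firefly luciferase, in erythrocytes at 2% hematocrit, 0.05% parasitemia, incubated with compounds 96 h at 37 C, 5% CO2. Growth inhibition read as loss of luminescence; two-generation exposure targets delayed-death apicoplast inhibitors.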
# Pf growth 48h: P. falciparum growth inhibition at 48 hours (one generation) | P. falciparum luciferase growth in erythrocytes, 48 h | Potency, µM (highest dose often 28.7 µM), for inactives: top-dose activity change, negative = inhibition, usual class: inhibitors | 310,000 tested, 5.9% active; further: potency means the concentration at half of the fitted maximal effect; on the % scale 0 is the no-effect control and ±100 the full control effect
#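 Compounds are pin-transferred into medium, infected erythrocytes (2% hematocrit, 0.1% parasitemia final) are added, and plates sit one parasite generation at 37 C in 5% CO2. Detection reagent is then added and luminescence measured.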
# Shiga toxin inh: blocks Shiga toxin action in Vero cells; Vero cells, Shiga toxin protein synthesis inhibition reporter; inhibition, % at 38.7 µM; 290,000 tested, 9.2% active; AID 2315; in the data active means inhibition mostly above about 28%, no sharp cut-off; inactive means mostly below about 43%; further: 0% is about no effect
# AMA1 RON2 block: disrupts binding of P. falciparum AMA1 to RON2; AlphaScreen AMA1-biotinylated RON2 peptide binding; Potency, µM (titrated, usually from 58.2 µM), for the others: at the top dose activity change, negative = inhibition, usual class: inhibitors; 360,000 tested, 0.2% active; AID 720542;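 further: potency means the concentration at half of the fitted maximal effect; 0% = vehicle wells and -100% = peptide control; nearly all actives have a fitted effect of over 45% in size; some results filed as inactive show a strong effect at the top dose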
#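 AMA1 (3D7) with his tag at 25 nM final met compounds first, then biotinylated RON2 peptide at 25 nM; detection used donor plus acceptor beads, 10 µg/mL apiece, read by AlphaScreen after 30 min at room temperature.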
# LmPK inhibitor: blocks Leishmania mexicana pyruvate kinase activity. Q27686. purified LmPK, Kinase-Glo ATP luminescence, 1 h. Potency, µM (series often up to 57.5 µM), for inactives: top-dose activity change, negative = inhibition, hits mostly inhibitors. 290,000 tested, 0.37% active. AID 1721; further: potency means the concentration at half of the fitted maximal effect; on the % scale 0 is the no-effect control and ±100 the full control effect
# Target sequence (Q27686 whole entry, looked up): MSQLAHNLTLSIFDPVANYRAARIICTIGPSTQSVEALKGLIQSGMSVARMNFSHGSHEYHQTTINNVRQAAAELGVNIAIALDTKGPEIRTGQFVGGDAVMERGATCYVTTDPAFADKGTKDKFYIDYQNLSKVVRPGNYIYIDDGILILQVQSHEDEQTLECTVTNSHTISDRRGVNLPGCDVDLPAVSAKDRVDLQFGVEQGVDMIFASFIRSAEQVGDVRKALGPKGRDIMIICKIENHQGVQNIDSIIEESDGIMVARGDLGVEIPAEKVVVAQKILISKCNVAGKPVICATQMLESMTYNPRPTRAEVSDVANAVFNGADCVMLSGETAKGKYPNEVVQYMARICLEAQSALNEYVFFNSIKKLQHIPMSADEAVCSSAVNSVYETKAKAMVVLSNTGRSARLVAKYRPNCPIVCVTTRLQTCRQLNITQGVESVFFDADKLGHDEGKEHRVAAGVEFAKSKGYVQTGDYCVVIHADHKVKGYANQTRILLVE
#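 In 50 mM imidazole pH 7.2 with 7 mM MgCl2, LmPK (0.1 nM) turned over PEP (0.5 mM) and ADP (0.1 mM) for 1 h at room temperature. Luciferase read-out of ATP.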
# Cycloheximide cs: affects cycloheximide protein synthesis inhibition readout, counter-screen; cell reporter, cycloheximide protein synthesis inhibition counterscreen; 300,000 tested, 12% active; max response, %; in the data active means max response mostly above about 13%, no sharp cut-off; inactive means mostly below about 14%; further: read at 38.3 µM for the half of the compounds with a filed dose; 0% is about no effect
# TbPYK inhibitor: blocks Trypanosoma brucei pyruvate kinase. Q57TT1. TbPYK enzyme, Kinase-Glo Plus ATP luminescence, 45 min. Potency, µM (series often up to 76.8 µM), without a hit: top-dose activity, negative = inhibition, usual class: inhibitors. 410,000 tested, 0.12% active. AID 624173; further: potency means the concentration at half of the fitted maximal effect; on the % scale 0 is the no-effect control and ±100 the full control effect; nearly all actives have a fitted effect of over 50% in size
#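 Luminescence from Kinase-Glo Plus, added after a 45-minute room-temperature reaction, served as the end-point read-out. The enzyme and substrate were preincubated with compound before ADP (130 uM final) initiated turnover. Concentration-effect curves came from normalized qHTS data.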
# * marks the source's active call; other numbers are inactive results; ? = inconclusive; . = not tested or not shown; & = joins results of further samples; [ ] = remark or other dose. Unless noted, the call rests on the fitted dose curve; in most records, active means well fitted curve in the direction sought with a large enough effect; inconclusive means small, poorly fitted or top-dose-only effect, or another doubt; inactive means no such curve, though single readings can be large; an effect the other way counts as inactive or inconclusive.
SMILES,Pf growth 96h,Pf growth 48h,Shiga toxin inh,AMA1 RON2 block,LmPK inhibitor,Cycloheximide cs,TbPYK inhibitor
COc1cccc(-c2csc(N3CCN(C(=S)Nc4cccc(Cl)c4)CC3)n2)c1,-12%,?,21,8%,-3%,19,-2%
CC(=O)Nc1ccc(S(=O)(=O)NCCCCNS(=O)(=O)c2ccc(NC(C)=O)cc2)cc1,39%,-5%,18,1%,0%,3,-13%
COc1ccc(NC(=O)Nc2cccc3ccccc23)cc1OC,?,?,-4,5%,0%,7,-2%
COc1ccc(N(CC(=O)NCc2ccc(F)cc2)C(=O)CCC(=O)Nc2nccs2)cc1,?,9%,-15,47%[activator],5%,3,2%
CCOC(=O)N/N=C/c1ccccc1OCc1ccc(Cl)cc1,2.1µM*,2.9µM*,50*,-1%[11.6 µM],5%,34*,-19%
O=C(CN(C(=O)CCC(=O)Nc1nccs1)c1ccc(F)cc1)NCc1ccc(F)cc1,-2%,?,-8,-2%,-5%,-8,-4%
Cc1ccc(S(=O)(=O)/C=C/c2ccccc2)cc1,144%[activator],8%,-14,29%,1%,-3,2%
O=c1[nH]c2ccc(S(=O)(=O)N3CCCCC3)cc2o1,10µM*,8%,-5,6%,3%,-5,-3%
CCn1c(SCC(=O)Nc2cc(C)on2)nnc1-c1ccc(S(=O)(=O)N2CCCC2)cc1,-1%,?,-11,-2%,0%,-1,2%
CC1=C(C(=O)Nc2ccc(C)cn2)C(c2cnn(C)c2)C2=C(CCCC2=O)N1 (configuration not stated),-4%,25%,14,-19%,-1%,-2,-3%
CCOP(=O)(OCC)C(Nc1ccc(OC)cc1)c1ccco1 (configuration not stated),203%[activator],14%,-7,-5%,1%,-3,0%
CCC(SC1=Nc2ccccc2C2=NC(CC(C)C)C(=O)N12)C(=O)Nc1ccc2c(c1)OCO2 (configuration not stated),6%,?,40*,10%,-15%,23*,6%
CCCC(=O)Nc1sc(Cc2ccccc2)c(C)c1C(N)=O,26%,-9%,-6,-12%,9%,9,?
O=C(NC(=S)Nc1nc2c(s1)CCCC2)c1ccccc1,-13%,146%[activator],95*,42%[activator],4%,58*,-7%
CCOC(=O)c1ccc(S(=O)(=O)N2CCN(C(=O)c3cc4ccccc4o3)CC2)cc1,?,9.3µM*,.,-1%,.,.,8%
COc1ccc(Cl)cc1NC(=O)CN(C)C(=O)CN1C(=O)NC2(CCCC2)C1=O,55%[activator],12%,.,-10%,.,.,-4%
COc1ccc2c(c1)C(c1cccs1)=NNC(c1cccnc1)=N2,16%,-65%,40,38%[activator],1%,18,-4%
O=S(=O)(Nc1ncn[nH]1)c1ccc(Cl)cc1,4%[5.75 µM],4%,-4,19%,0%,1,-3%
O=C(Cc1ccc(NS(=O)(=O)c2ccc(F)cc2)cc1)NCc1ccccc1,?,.,-11,-3%,7%,-5,0%
COc1cc2c(cc1[N+](=O)[O-])n(C(C)C)c(=O)n2C(C)C,45%[activator],-1%,22,1%,3%,-1,0%
O=C(NC1=NCCS1)c1ccc(Cl)c(S(=O)(=O)N2CCCCC2)c1,?,.,-9,-14%,13%,-2,2%
COc1ccccc1CNC(=O)c1cc(C2CC2)nc2c1cnn2C(C)C,0.74µM*,0.93µM*,.,-10%[11.6 µM],.,.,-1%
Cc1cc(Cl)nc(-c2ccccc2)n1,.,34%[activator],-17,-7%,10%,1,4%
S=c1[nH]nc(-c2ccccc2)n1/N=C/c1ccc(Cl)cc1,10%,7%,-12,59%[activator],-5%,-3,-19%
CCc1cc(=O)oc2cc(C)cc(OCC(=O)N3CCC[C@@H]3C(=O)O)c12,-28%,-13%,-12,-1%,6%,-2,3%
O=C(NCC(c1cccs1)N1CCOCC1)c1ccccc1NS(=O)(=O)c1ccc(Br)cc1 (configuration not stated),?,?,8,13%,3%,-5,0%
O=C(Nc1ccccc1C(=O)N1CCCCC1)C1CCCCC1,-9%,0%,-6,-1%,1%,-4,-5%
Cn1nc(-c2ccccc2)c(/C=N/O)c1Cl,?,-7%,9,0%,-8%,12,-1%
Cc1cccc(Cn2cnc3c(nnn3Cc3ccccc3F)c2=O)c1,8%,-66%,-8,17%,-2%,-4,0%
O=C(c1ccc(Br)cc1)C1CCc2occc2C1=O (configuration not stated),.,9%,42,-17%,2%,19,-1%
CCOC(=O)N1CCC(N2CCN(S(=O)(=O)CC)CC2)CC1,?,0%,-5,-10%,-3%,-4,3%
N#Cc1c(SCC(=O)Nc2cccc(C(F)(F)F)c2)sc2c(O)cc(=O)[nH]c12,15%,26%,16,19%,5%,-1,-29%
O=C(NCc1ccc(Cl)s1)C1CCC(=O)N(CCc2ccccn2)C1 (configuration not stated),?,5%,-3,-3%,-4%,-3,-1%
Cc1ccc(NC(=O)C2CCN(S(=O)(=O)c3ccc(F)cc3)CC2)cc1,.,-29%,-10,1%,11%,-1,-8%
O=C(COC(=O)c1cc(Cl)ccc1Cl)NC1CCCC1,32%[activator],32%[activator],50,2%,0%,12,-8%
Cc1ccc(NC(=O)COc2cccc(C)c2C)cc1S(=O)(=O)N1CCCCCC1,?,?,.,0%,.,.,-1%
CCCCNC(=O)N1CCN(C/C=C/c2ccccc2)CC1,9%,-18%,-4,-7%,1%,16,-1%
CNc1ccc(C(=O)CC(O)CCC(C)C2OC(=O)CC(O)CC(=O)CC(O)CC(O)CC(O)CC(O)CC3(O)CC(O)C(C(=O)OC)C(CC(O[C@@H]4OC(C)C(O)C(N)C4O)/C=C/C=C/C=C/C=C/C=C/C=C/C=C/C2C)O3)cc1 (some centres not stated),-10%,8%,.,.,.,.,3%
CC(=O)NC1=NN(C(C)=O)C(C)(CCS(=O)(=O)c2ccc(Cl)c(Cl)c2)S1 (configuration not stated),?,-11%,-15,13%,0%,1,-4%
COC(=O)CSc1nc(NC(C)C)nc(N(C)C)n1,5%,-2%,14,-2%,-8%,12,2%
COc1ccccc1C1NC(=O)NC(C)=C1C(C)=O (configuration not stated),?,1%,29,4%,-5%,1,8%
O=C(Nc1ccccc1NC(=O)c1ccccc1Cl)c1ccccc1Cl,15µM*,?,6,-2%,0%,-1,-6%
O=C1c2ccccc2C(=O)N1CCN1CCOCC1,25%,.,-10,2%,6%,0,8%
Cc1ccnc(N2C(=O)c3cccc4c([N+](=O)[O-])ccc(c34)C2=O)c1,-13%,0%,-6,2%,1%,-1,0%
O=S(=O)(c1ccccc1)N1CCN(C2CCCCCCC2)CC1,24%,18%,-5,6%,-6%,16,1%
CC(C)(C)OC(=O)NCc1ccc(NC(=O)c2nc[nH]c2C(=O)N[C@@H](Cc2ccccc2)C(=O)OC(C)(C)C)cc1,8.3µM*,2.3µM*,-4,105%[activator],4%,3,-1%
CCOC(=O)N1CCN(C(=O)COc2cc(=O)n(CC)c3ccccc23)CC1,36%[activator],-12%,-29,8%,1%,-3,-10%
O=C(c1ccco1)N1CCN(Cc2cccnc2)CC1,-5%,.,-5,24%,-11%,-2,12%
CCOCCCNC(=S)N1CCC(NC(=O)C2CCCCC2)CC1,-19%,-2%,-7,-1%,9%,-1,0%
Cc1ccc(S(=O)(=O)N[C@H](C(=O)N2CCC(C(=O)NCC(=O)O)CC2)C(C)C)cc1,1%,-1%,2,-11%,-1%,-3,2%

# (listing goes on)
SMILES,Pf growth 96h,Pf growth 48h,Shiga toxin inh,AMA1 RON2 block,LmPK inhibitor,Cycloheximide cs,TbPYK inhibitor
COCCN(CC(=O)Nc1cccc(C)c1C)C(=O)CN1C(=O)NC2(CCCCC2)C1=O,-37%,0%,.,-1%,.,.,-3%
COc1ccc(NC(=O)C2CC(=O)OC23CCOC(C)(C)C3)cc1 (configuration not stated),3%,.,-17,8%,-5%,-5,4%
CCCCCN(C(=O)CCC(=O)OCC(=O)N(C)Cc1ccccc1C)c1c(N)n(CCCC)c(=O)[nH]c1=O,32%,-16%,.,1%,.,.,-2%
O=C(Cc1ccc(F)cc1)NCCS(=O)(=O)N1CCN(c2ccccc2)CC1,-3%,1%,.,10%,.,.,-17%
O=C(O)c1ccc(OS(=O)(=O)c2cccc(C(F)(F)F)c2)cc1,-1%,-29%,.,-3%,.,.,0%
COC(=O)/C=C1\NCCNC1=O,22%,-2%,-8,4%,-2%,-2,0%
Cc1ccc(S(=O)(=O)N2CCC(C(=O)Nc3ccccc3N3CCCC3)CC2)c(C)c1,?,9.3µM*,.,-22%,.,.,6%
CC(C)C(c1nnnn1Cc1ccccc1)N1CCC(C(N)=O)CC1 (configuration not stated),26%,-13%,18,5%,6%,3,-2%
CN(C)CCSc1nc(N)c2c3c(sc2n1)COC(C)(C)C3,?,-26%,-7,26%,-1%,-3,-4%
O=C(NCCN1CCCC1)c1ccc2c(c1)N(Cc1ccccc1)C(=O)c1ccccc1S2(=O)=O,29%,8.3µM*,-7,-8%,-4%,6,-1%

# A second format for some results above:
compound	Pf growth 96h	Pf growth 48h	Shiga toxin inh	AMA1 RON2 block	LmPK inhibitor	Cycloheximide cs	TbPYK inhibitor
COC(=O)/C=C1\NCCNC1=O	22%	-2%	-8	4%	-2%	-2	0%
Cc1ccc(S(=O)(=O)N2CCC(C(=O)Nc3ccccc3N3CCCC3)CC2)c(C)c1	?	9.3µM*	.	-22%	.	.	6%
CC(C)C(c1nnnn1Cc1ccccc1)N1CCC(C(N)=O)CC1 (configuration not stated)	26%	-13%	18	5%	6%	3	-2%
CN(C)CCSc1nc(N)c2c3c(sc2n1)COC(C)(C)C3	?	-26%	-7	26%	-1%	-3	-4%
O=C(NCCN1CCCC1)c1ccc2c(c1)N(Cc1ccccc1)C(=O)c1ccccc1S2(=O)=O	29%	8.3µM*	-7	-8%	-4%	6	-1%

# Additional records follow.
SMILES,Pf growth 96h,Pf growth 48h,Shiga toxin inh,AMA1 RON2 block,LmPK inhibitor,Cycloheximide cs,TbPYK inhibitor
COc1ccc(N2CCN(C(=O)COC(=O)Cc3ccc(F)cc3)CC2)cc1,23%,-6%,.,-13%,.,.,-15%
COc1ccc(S(=O)(=O)n2ccnc2C)c(C)c1C,44%[activator],32%[activator],.,3%,-9%,-1,-5%
Cc1cc(Nc2ccccc2N2CCOCC2)n2ncnc2n1,-14%,-7%,-13,-17%,-1%,-2,0%
O=C(Nc1nnc(S(=O)(=O)N2CCCCCC2)s1)c1ccc(Cl)cc1,?,11%,20,18%,-8%,-12,0%&3%
Cc1ccc2c(CC(=O)OC(C)C(=O)NCc3ccc4c(c3)OCO4)coc2c1 (configuration not stated),0%,21%,-11,-16%,7%,8,-8%
O=C(CCCSc1nc2ccccc2[nH]1)Nc1nnc(C2CC2)s1,?,?,20,-12%,1%,9,-7%
COc1ccc(C2c3[nH]c4ccccc4c3CCN2C(=O)c2ccc(=O)n(C)n2)c(F)c1 (configuration not stated),-3%,?,34,0%,0%,26*,-9%
Cc1cc(C(C)(C)C)oc1C(=O)N1CCN(C(=O)c2oc(C(C)(C)C)cc2C)CC1,.,?,-6,-4%,0%,0,-4%
O=[N+]([O-])c1ccc(CN2CCN(Cc3c[nH]c4ccccc34)CC2)cc1,?,?,12,-12%,-2%,-1,12%
CN1CCN(c2nc3c(c(=O)[nH]c(=O)n3C)n2CCCSc2ncccn2)CC1,13µM*,0%,-13,-1%,5%,-1,-16%
CCOC(=O)C(=O)NC(C)c1ccccc1 (configuration not stated),-19%,35%,-35,0%,6%,0,-5%
